Pf Dd2 growth = inhibitors of Plasmodium falciparum Dd2 growth | P. falciparum Dd2 growth, SYBR Green, 72 h | Potency, µM (series often up to 28.9 µM), without a hit: at the top dose activity, negative = inhibition, actives largely listed as inhibitors | 120,000 compounds, 4.3% hits | AID 1347417; active = well fitted inhibition curve with a large enough effect; inconclusive = small, poorly fitted or top-dose-only effect; inactive = no such curve, though single readings can be large or run the other way;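 note: plate controls were DMSO vehicle for no effect and reference drug for full effect; nearly all actives have a fitted effect of over 65% in size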
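Infected erythrocytes (Dd2, 0.3% parasitemia, 2.5% hematocrit final) are added to compound in RPMI-1640/Albumax II medium, grown 72 h at 37C in low oxygen, then lysed with saponin/Triton-X containing SYBR Green and read by fluorescence.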
The depositor's hits bear a star; i = inactive; u = inconclusive; [ ] = dose if it differs, or a comment. Potency is the fitted concentration of half-maximal effect.

Cc1[nH]n2c(=O)cc(-c3ccc(Cl)cc3)nc2c1-c1ccccc1
- Pf Dd2 growth: u
COc1ccccc1-c1cccc(C(=O)O)c1
- Pf Dd2 growth: 21.3%[44.1 µM]
COc1ccc(CC(=O)NCC(c2cccs2)S(=O)(=O)c2ccc(Cl)cc2)cc1 (stereo unspecified)
- Pf Dd2 growth: 6.1%
O=C(NC1CCN(c2cc(-c3ccc(Cl)cc3)[nH]n2)C1)c1ccncc1 (stereo unspecified)
- Pf Dd2 growth: i
COc1cc(C(c2c(C)[nH][nH]c2=O)c2c(C)[nH][nH]c2=O)ccc1OC(=O)c1ccccc1F
- Pf Dd2 growth: 68.1%[activator]
CCOCCCNC(=O)C(=O)Nc1c2c(nn1-c1ccc(OC)cc1)CSC2
- Pf Dd2 growth: u
O=C1CCCCC(Cc2ccccc2)(C(=O)NCc2ccc(Cl)cc2)N1 (stereo unspecified)
- Pf Dd2 growth: -16.1%
O=c1[nH]cccc1-n1ccnc1-c1cccc(Cl)c1
- Pf Dd2 growth: -5.9%
CCc1nnc(NC(=O)CSc2nc3c([nH]c4ccccc43)c(=O)n2-c2ccc(OC)cc2)s1
- Pf Dd2 growth: u
O=C(CC1N=C2c3ccccc3N=C(SCc3ccc(F)cc3)N2C1=O)NC1CCCCC1 (stereo unspecified)
- Pf Dd2 growth: i
CCOc1ccc(NC(=O)Cn2cc(C(=O)c3ccco3)c3ccccc32)cc1
- Pf Dd2 growth: -23.7%
COc1ccc(-n2ccn(CC(=O)Nc3ccc(C)c(C)c3)c(=O)c2=O)cc1OC
- Pf Dd2 growth: i
CCOC(=O)N1CCc2c(sc3c2c(=O)n(Cc2ccccc2)c(=O)n3CC(=O)Nc2ccc(F)cc2)C1
- Pf Dd2 growth: -19.5%
CCC(=O)N(C1CCOCC1)C1CCN(Cc2ccc(C)cc2C)CC1
- Pf Dd2 growth: -22.2%
O=C([C@@H]1C[C@H](F)CN1S(=O)(=O)c1ccc(C(F)(F)F)cc1)N1CCCCC1
- Pf Dd2 growth: -0.5%

Structures above that have sulfur:
COc1ccc(CC(=O)NCC(c2cccs2)S(=O)(=O)c2ccc(Cl)cc2)cc1 (stereo unspecified)
- Pf Dd2 growth: 6.1%
CCOCCCNC(=O)C(=O)Nc1c2c(nn1-c1ccc(OC)cc1)CSC2
- Pf Dd2 growth: u
CCc1nnc(NC(=O)CSc2nc3c([nH]c4ccccc43)c(=O)n2-c2ccc(OC)cc2)s1
- Pf Dd2 growth: u
O=C(CC1N=C2c3ccccc3N=C(SCc3ccc(F)cc3)N2C1=O)NC1CCCCC1 (stereo unspecified)
- Pf Dd2 growth: i
CCOC(=O)N1CCc2c(sc3c2c(=O)n(Cc2ccccc2)c(=O)n3CC(=O)Nc2ccc(F)cc2)C1
- Pf Dd2 growth: -19.5%
O=C([C@@H]1C[C@H](F)CN1S(=O)(=O)c1ccc(C(F)(F)F)cc1)N1CCCCC1
- Pf Dd2 growth: -0.5%

Copied from the list:
`CCOC(=O)N1CCc2c(sc3c2c(=O)n(Cc2ccccc2)c(=O)n3CC(=O)Nc2ccc(F)cc2)C1` | Pf Dd2 growth: -19.5%
`COc1ccc(CC(=O)NCC(c2cccs2)S(=O)(=O)c2ccc(Cl)cc2)cc1` (stereo unspecified) | Pf Dd2 growth: 6.1%

Next structures:
CCN1CCN(CCCNC(=O)c2cc3c(s2)-c2c(C)cccc2OC3)CC1
- Pf Dd2 growth: i
CCCNC(=O)C1CCC(Cn2c(=O)c3sccc3n(CC(=O)NCc3ccccc3)c2=O)CC1 (stereo unspecified)
- Pf Dd2 growth: -15.7%
Cc1ccc(C)c(NC(=O)Cn2cc(C(=O)c3ccco3)c3ccccc32)c1
- Pf Dd2 growth: u
Cc1ccc(C2=NC3(CCN(C(=O)c4cnccn4)CC3)ON2)cc1
- Pf Dd2 growth: 7.6%
COc1ccc(CNC(=O)C2CCCN(c3nnc(C)c4c(C)n(-c5ccc(C)cc5)nc34)C2)cc1 (stereo unspecified)
- Pf Dd2 growth: u
CN1C(=O)C2(CCN(C(=O)c3cccc(F)c3)C2)c2ccccc21 (stereo unspecified)
- Pf Dd2 growth: i
COc1ccc(CCNc2nc(SCc3ccccc3Cl)nc3ccccc23)cc1OC
- Pf Dd2 growth: 3.55µM*
O=C(NCc1ccco1)c1ccc2c(c1)N(Cc1cccc(Cl)c1)C(=O)c1ccccc1S2=O (stereo unspecified)
- Pf Dd2 growth: u

Not all compounds are listed, so the mix of outcomes need not match the whole.
